High-throughput results: PubChem, Center for Chemical Genomics, University of Michigan
Dicer inh: human Dicer pre-microRNA cleavage inhibition; Q9UPY3; cat-ELCCA pre-miR-21 Dicer processing, chemiluminescence; active compounds read high; z-score at 25 µM; actives 6% (n = 47,000); in the data active = z-score above about 3, passing the limit was not always enough;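 also: plate controls were vehicle for no effect and no enzyme for full effect; higher signal means more uncleaved substrate so more Dicer inhibition; strong numbers were not always called active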
Target sequence (Q9UPY3 whole entry, looked up): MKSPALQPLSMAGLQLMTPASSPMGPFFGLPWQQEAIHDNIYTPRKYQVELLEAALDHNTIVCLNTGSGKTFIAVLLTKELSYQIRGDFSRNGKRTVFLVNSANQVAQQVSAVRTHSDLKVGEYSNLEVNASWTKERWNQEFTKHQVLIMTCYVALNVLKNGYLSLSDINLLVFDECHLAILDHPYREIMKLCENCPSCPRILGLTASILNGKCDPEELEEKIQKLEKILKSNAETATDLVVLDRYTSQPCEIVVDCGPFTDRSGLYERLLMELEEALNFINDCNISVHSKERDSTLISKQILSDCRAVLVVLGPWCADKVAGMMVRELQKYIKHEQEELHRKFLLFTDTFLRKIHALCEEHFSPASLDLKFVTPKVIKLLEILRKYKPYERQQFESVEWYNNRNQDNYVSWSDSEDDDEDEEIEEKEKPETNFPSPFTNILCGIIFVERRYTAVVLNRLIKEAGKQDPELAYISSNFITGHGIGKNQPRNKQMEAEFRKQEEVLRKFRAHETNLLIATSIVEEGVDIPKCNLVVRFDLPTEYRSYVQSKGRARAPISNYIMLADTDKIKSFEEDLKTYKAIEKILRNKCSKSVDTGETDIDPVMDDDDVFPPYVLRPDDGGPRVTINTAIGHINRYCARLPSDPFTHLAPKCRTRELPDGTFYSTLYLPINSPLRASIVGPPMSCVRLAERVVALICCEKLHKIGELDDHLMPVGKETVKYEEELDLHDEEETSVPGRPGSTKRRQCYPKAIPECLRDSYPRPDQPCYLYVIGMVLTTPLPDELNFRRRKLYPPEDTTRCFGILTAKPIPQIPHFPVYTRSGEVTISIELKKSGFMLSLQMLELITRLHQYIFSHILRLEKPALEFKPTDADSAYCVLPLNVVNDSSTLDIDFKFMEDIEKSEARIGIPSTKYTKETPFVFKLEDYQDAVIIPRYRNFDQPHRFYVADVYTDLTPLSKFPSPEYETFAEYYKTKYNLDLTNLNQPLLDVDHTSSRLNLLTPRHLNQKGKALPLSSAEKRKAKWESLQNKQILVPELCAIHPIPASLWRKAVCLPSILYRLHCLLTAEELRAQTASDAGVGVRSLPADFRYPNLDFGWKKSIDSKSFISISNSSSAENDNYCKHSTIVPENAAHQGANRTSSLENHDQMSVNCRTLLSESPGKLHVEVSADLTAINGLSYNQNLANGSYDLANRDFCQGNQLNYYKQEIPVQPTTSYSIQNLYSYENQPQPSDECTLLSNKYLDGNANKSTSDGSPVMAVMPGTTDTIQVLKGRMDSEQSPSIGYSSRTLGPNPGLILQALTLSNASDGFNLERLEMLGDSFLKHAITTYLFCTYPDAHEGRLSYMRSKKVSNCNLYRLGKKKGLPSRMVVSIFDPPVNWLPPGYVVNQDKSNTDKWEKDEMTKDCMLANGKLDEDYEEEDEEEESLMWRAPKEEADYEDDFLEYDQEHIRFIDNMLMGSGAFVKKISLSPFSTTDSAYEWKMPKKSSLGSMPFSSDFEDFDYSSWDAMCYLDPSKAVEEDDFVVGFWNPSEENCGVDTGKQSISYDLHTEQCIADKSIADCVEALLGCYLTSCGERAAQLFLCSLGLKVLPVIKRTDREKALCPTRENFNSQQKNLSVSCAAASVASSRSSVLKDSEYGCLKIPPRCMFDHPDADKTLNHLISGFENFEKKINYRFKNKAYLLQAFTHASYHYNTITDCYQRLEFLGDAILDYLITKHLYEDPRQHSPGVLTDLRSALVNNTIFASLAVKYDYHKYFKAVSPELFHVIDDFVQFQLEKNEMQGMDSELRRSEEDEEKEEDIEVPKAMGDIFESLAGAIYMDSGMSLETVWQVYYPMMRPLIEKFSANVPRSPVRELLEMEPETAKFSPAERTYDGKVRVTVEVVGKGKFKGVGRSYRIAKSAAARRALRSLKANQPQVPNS
* marks the source's active call; other numbers are inactive results. An excerpt; the hit share may differ from the screen's.

Structure	Dicer inh
Cc1cnc(C(=O)NCCc2ccc(S(=O)(=O)NC(=O)NC3CCCCC3)cc2)cn1	-0.23
O=C(O)Cc1c[nH]c2ccc(O)cc12	-1.06
O=C1N2CN(CCO)CN3C(=O)N4CN(CCO)CN1C4C23 (configuration not stated)	-0.36
O=C(Nc1cccc(F)c1C(=O)NCCc1ccncc1)c1cccc(C(F)(F)F)c1	-0.85
Cc1noc(COc2ccccc2)c1C(=O)O	0.71
N#CC1C(=O)NC(N2CCN(Cc3ccccc3)CC2)=NC12CCCCC2 (configuration not stated)	-0.4
Cn1c(=O)c2c(nc(NCC3CCCO3)n2C)n(C)c1=O (configuration not stated)	-0.09
Cc1nn2c3ccccc3n(C)c2c1C(N)=O	0.83
O=C(CC1SC(=Nc2ccc(C3CCCCC3)cc2)NC1=O)Nc1ccc(C2CCCCC2)cc1 (configuration not stated)	0.93
O=[N+]([O-])c1cc(Cl)ccc1N1CCCCC1	1.33
Cc1ccc2oc(-c3cc(N)ccc3O)nc2c1	1
CCCc1c(C(=O)OCC)cnn1-c1c(Cl)cc(Cl)cc1Cl	-1.24
COc1ccccc1C1CC(=O)c2c(ccc3ccccc23)N1 (configuration not stated)	2.8
O=C1CC(c2ccccc2)Cc2nc(N3CCOCC3)ncc21 (configuration not stated)	0.47
CCCS(=O)(=O)C/C(N)=N/OC(=O)c1ccc(Cl)cc1	-0.54

Structure	Dicer inh
NN(CCO)C(=S)Nc1ccc(OC(F)(F)F)cc1	-1.72
O=S(=O)(c1ccc(Cl)cc1)n1nccc1-c1csc(-c2ccccc2)n1	1.07
CC(C)n1c(N2CCCC2)nc2c1c(=O)[nH]c(=O)n2C	-1.41
COc1ccc(OCCSc2nc3ccccc3n2CC(=O)O)cc1	0.55
CCOC(=O)c1oc2ccc(Br)cc2c1NC(C)=O	0.85
Cc1c(C)n(C(=O)CSc2ccccn2)c2ccccc12	0.06
N=c1scc(-c2ccc(Cl)cc2)n1-c1ccc(Cl)c(Cl)c1	0.18
CO/C(N)=N/C(=S)Nc1cccc(C(F)(F)F)c1	-0.04
N/C(=N\O)C1CSc2ccccc2C1=O (configuration not stated)	2.06
COc1ccccc1-c1ncnn1-c1sc2c(c1C#N)CCCCC2	-0.07
CCOc1cc(C2NC(C(=O)O)CS2)ccc1OCc1ccc(F)cc1 (configuration not stated)	2.19
CCOc1cc(C)c(S(=O)(=O)NCc2ccccn2)cc1C	0.63
CC(C)CCn1c(C2CC(=O)N(c3ccccc3)C2)nc2ccccc21 (configuration not stated)	3.72*
C/C(=N/OC(=O)Nc1cccc(C)c1)c1ccc2c(c1)CCO2	1.83
COc1cc(C2C(C(=O)OC3CCCCC3)=C(C)NC3=C2C(=O)CCC3)cc(Br)c1O (configuration not stated)	-0.33

Structure	Dicer inh
CNC(=O)c1cc(Br)cc2c1OCC2	-0.91
O=C1NC(c2ccc(Cl)cc2)Nc2ccccc21 (configuration not stated)	-0.49
Cc1cc(NC(=O)c2ccc3c(c2)OCCO3)no1	4.19*
CC1CC(N2CN=C(SCc3ccc([N+](=O)[O-])cc3)NC2)CC(C)(C)C1 (configuration not stated)	-2.35
Cc1ccc(N2C(=O)C3C4C=CC(C4)C3C2=O)nc1 (configuration not stated)	-0.27
CC12CC/C(=N\O)C=C1C=CC1C2CCC2(C)C1CCC21CCC(=O)O1 (configuration not stated)	-0.52
COCCCn1c(O)c(C#N)c(C)cc1=O	-1.4
CCCCCOC(=O)CSc1nc2ccccc2s1	-0.75
CNNCc1ccc(C(=O)NC(C)C)cc1	-0.94
CSc1nc2cc(C)nn2c(-c2ccccc2Cl)c1C#N	5.21*
CSc1ccc([N+](=O)[O-])cc1-c1ccn(S(=O)(=O)c2ccc(Cl)cc2)n1	-1.08
C=CCOC(=O)C1=C(C)NC2=C(C(=O)CCC2)C1c1ccc(OCc2ccccc2)c(OC)c1 (configuration not stated)	-0.61
O=C(Oc1c(-c2ccccc2)c(=O)n2c3c(cccc13)CC2)c1cccs1	3.96*
CCOC(NC(=O)Nc1ccc(Br)cc1)(C(F)(F)F)C(F)(F)F	1.2
Cc1cc(Cl)ccc1NC(=S)N(C)N	1.27

Given field by field: part of the list above.
> C/C(=N/OC(=O)Nc1cccc(C)c1)c1ccc2c(c1)CCO2
  Dicer inh: 1.83
> COc1cc(C2C(C(=O)OC3CCCCC3)=C(C)NC3=C2C(=O)CCC3)cc(Br)c1O (configuration not stated)
  Dicer inh: -0.33

A draw from above in order of number of heavy atoms, smallest number first.
Structure	Dicer inh
COCCCn1c(O)c(C#N)c(C)cc1=O	-1.4
O=C1NC(c2ccc(Cl)cc2)Nc2ccccc21 (configuration not stated)	-0.49
CCCCCOC(=O)CSc1nc2ccccc2s1	-0.75
CCOC(NC(=O)Nc1ccc(Br)cc1)(C(F)(F)F)C(F)(F)F	1.2
CC1CC(N2CN=C(SCc3ccc([N+](=O)[O-])cc3)NC2)CC(C)(C)C1 (configuration not stated)	-2.35

(more compounds)
Structure	Dicer inh
O=C(Oc1ccc(Cl)cc1)c1cscc1Sc1ccc(Cl)cc1	-1.1
CC(Oc1ccc2ccccc2c1I)C(=O)O (configuration not stated)	1.1
Clc1ccc(-c2csc(Nc3ccccc3)n2)cc1	0.33
O=S(=O)(NC1CCN(Cc2c(F)cccc2Cl)CC1)c1ccc(C(F)(F)F)cc1	0.3
O=C1CCC/C(=N\Nc2ccccc2)C1	-1.96
O=C1C2C3C=CC(C3)C2C(=O)N1c1ccc(Cc2ccc(N3C(=O)C4C5C=CC(C5)C4C3=O)cc2)cc1 (configuration not stated)	0.54
Cc1cc(C)n2nc(Sc3ccc([N+](=O)[O-])cn3)nc2n1	0.44
c1ccc2[nH]c(SCc3cn4ccsc4n3)nc2c1	0.41
C#CC(C)(C)NC(=S)Nc1ccc(C)cc1C	-0.73
CC(=O)N/C(=C\c1ccc2ccccc2c1)C(=O)O	-0.71
O=[N+]([O-])c1ccc(-n2ncc(-c3nnnn3-c3ccccc3)c2-c2ccccc2)cc1	-0.7
O=C(NCCO)c1cccc2c1-c1ccccc1C2=O	1.07
COc1ccc(C)c2c1C1CCC3(C)C(=O)CCC3C1CC2 (configuration not stated)	-0.85
CCn1nc(C)c(Br)c1C(=O)Oc1ccc(Cl)cc1	0.76
O=C(N/N=C/c1ccccn1)c1nc2ccccc2nc1C(F)(F)F	2.19

Structure	Dicer inh
COC(=O)c1cnc(Nc2cccc(C(F)(F)F)c2)c([N+](=O)[O-])c1	-0.45
CCOC(=O)C1=C(C)N(c2ccc(F)cc2)C(=O)C1CC(=O)Nc1ccc(F)cc1 (configuration not stated)	-1.48
N#C/C(=C1/SC=C(c2ccccc2)N1c1ccccc1)c1nc2ccccc2[nH]1	6.69
NNC(=O)CNc1cccc([N+](=O)[O-])c1	0.71
CC(C)(C)c1ccc(-c2nc(=O)[nH]n2-c2ccccc2)cc1	0.11
CN1C(=O)C(=Nc2ccc(Cl)cc2)c2ccccc21	1.94
CCOC(=O)CCc1c(C(=O)OCC)[nH]c2ccccc12	0.64
Cc1ccc(S(=O)(=O)Oc2c(Cl)cc(Cl)cc2C=Nc2cccc(C(F)(F)F)c2)cc1	1.23
C=CCNC(=S)NNC(=O)CN1c2ccccc2Sc2ccccc21	1.99
Clc1ccc(CN2C3=NCCN3c3ccccc32)cc1	-0.56
CCCCCC(=O)O/N=C(\C)c1ccn(S(=O)(=O)c2ccccc2)c1	0.21
Cc1ccc(/C(O)=C2/C(=O)C(=O)N(c3ccc(O)cc3)C2c2ccc(C)cc2)cc1 (configuration not stated)	-0.41
C1=CC2CC1CC2CN1CCN(Cc2c[nH]c3ccccc23)CC1 (configuration not stated)	4.79*
CCOC(=O)N1CCc2c(sc3nc4n(c(=O)c23)N=C(c2ccc(OC)cc2)CS4)C1	-0.73
O=C1CCC(=O)N1c1ccc(-c2nc3ccccc3c(=O)o2)cc1	-0.98

Structure	Dicer inh
OCCN1CCN(CCCN2c3ccccc3Sc3ccc(C(F)(F)F)cc32)CC1	65.2
O=c1oc2c(-c3ccccc3F)cc(O)cc2s1	9.17
O=[N+]([O-])c1cc(C2SCCS2)ccc1OCc1ccc(Cl)c(Cl)c1	-0.92
COc1cc2nc(SCC(=O)Nc3ccc(F)c(Cl)c3)n(-c3ccccc3)c(=O)c2cc1OC	0.64
CC(C)(C)c1ccc(OCC(=N)N)cc1	-2.54
O=C(N/C=C/c1ccsc1)Nc1cccc(Cl)c1	1.7
CCSc1nc2c(c(=O)[nH]1)C(c1ccc(O)c(OC)c1)C1=C(CCCC1=O)N2 (configuration not stated)	0.64
O=C1CCCC2=C1C(c1cccc(O)c1)C1=C(N2)c2ccccc2C1=O (configuration not stated)	-1.22
Nc1sccc1-c1nc2ccccc2s1	-4.06
Oc1ccccc1C1N(Cc2ccccc2)CCN1Cc1ccccc1	-0.47
Nc1nc2c(ncn2COCCOC(=O)c2ccccc2)c(=O)[nH]1	1.34
COc1ccc(S(=O)(=O)N2CCN(Cc3ccsc3)CC2)cc1	-0.06
O=C1CSC(=Nc2ccc(Cl)cc2)N1Cc1ccco1	-0.33
Cn1c(=O)c2c(O)c(C=NCc3ccccc3)c(=O)n(C)c2n(C)c1=O	1.06
CC(O)CNc1nc2c(c(=O)n(Cc3ccc(Cl)cc3)c(=O)n2C)n1C (configuration not stated)	-1.09

compound	Dicer inh
COc1ccc(NC(=O)c2ccc(C)cc2N)c(N)c1	-0.73
Nc1nc2c(c(=O)[nH]1)C(c1cccc(Cl)c1)CC(=O)N2 (configuration not stated)	-1.59
O=C1CC(Sc2ccc(Cl)cc2)C(=O)N1c1cc(F)c(Br)cc1F (configuration not stated)	-3.92
CCOC(=O)CSc1nc(C(C)=O)ccc1C#N	1.6
CC(C)(C)C(=O)NNC(=O)c1ccc[nH]1	-0.52
CCOc1cccc2c1NC(C)(C)C(=S)C2=C1SC(C(=O)OC)=C(C(=O)OC)S1	0.31
COc1ccc(OCC(O)CN2CCCCC2)cc1 (configuration not stated)	1.59
Cc1cccc(NC(=O)/C=C/C(=O)O)c1C	0.56
Cc1[nH]n(-c2ccccc2)c(=O)c1C(c1ccccn1)c1c(C)[nH]n(-c2ccccc2)c1=O	-4.58
Nc1nc2n(n1)C(c1ccco1)CC(c1ccc(Cl)cc1)N2 (configuration not stated)	0.13
O=C(c1cc(-c2ccc3c(c2)OCO3)nc2ccccc12)N1CCN(Cc2ccc3c(c2)OCO3)CC1	1.39
Nc1ccc([N+](=O)[O-])cc1C(=O)NNC(=O)c1cccnc1Oc1ccccc1	-0.72
Oc1ccccc1/C=N/NC(=S)Nc1cccc(Cl)c1	12.6*
Nc1cc2cc([N+](=O)[O-])ccc2oc1=O	-0.37
CCOc1ccc(C2C(C(=O)OCc3ccccc3)=C(C)NC3=C2C(=O)CC(C)(C)C3)cc1 (configuration not stated)	-1.47
CCOC(=O)C1=C(c2ccccc2)Nc2ncnn2C1c1ccc(F)cc1 (configuration not stated)	-0.11
O=C(/C(=N\O)c1ccccc1)c1ccccc1	0.75
Cn1ncc2c(NNS(=O)(=O)c3ccc(Cl)cc3)ncnc21	0.88
Cc1cc(C=C2C(=O)CC(C)(C)CC2=O)oc1C	2.1
Cc1sc2ncnc(SCC(=O)O)c2c1C	0.21
Cc1ccccc1OCc1nn2c(-c3ccccc3Cl)nnc2s1	-0.2
C/C(=N\NC(=O)O)c1ccc(Oc2ccccc2)cc1	1.09
CCOC(=O)CSc1n[nH]c(=O)n1-c1ccccc1	-1.34
O=C(Nc1cccc(C(=O)Nc2ccc(S(=O)(=O)O)c3cc(S(=O)(=O)O)cc(S(=O)(=O)O)c23)c1)Nc1cccc(C(=O)Nc2ccc(S(=O)(=O)O)c3cc(S(=O)(=O)O)cc(S(=O)(=O)O)c23)c1	-0.08
COC(=O)c1ccc(N2C(=O)CC(N3CCN(Cc4ccc5c(c4)OCO5)CC3)C2=O)cc1 (configuration not stated)	-0.7
CCCOC(=O)COc1ccc2c(=O)c(-c3ccc(OC)c(OC)c3)c(C(F)(F)F)oc2c1	0.31
CC1(C)CC(=O)c2cc(NC(=O)c3ccc(F)cc3)c(=O)oc2C1	0.6
Cc1cc(C)n2nc(-c3ccc(C(C)(C)C)cc3)cc2n1	-1.25
CC(=O)c1ccc(OS(=O)(=O)CS(=O)(=O)Oc2ccc(C(C)=O)cc2)cc1	0.5
Cc1ccc(S(=O)(=O)Nc2cccc3ccccc23)cc1	2.92

compound	Dicer inh
COc1cc2nc(N(C)CCCNC(=O)C3CCCO3)nc(N)c2cc1OC (configuration not stated)	0.71
CCCC(=O)N1c2ccccc2C(=C2SC(C(=O)OC)=C(C(=O)OC)S2)C(=S)C1(C)C	1.08
CCOC(=O)c1cnc(SCC(=O)c2ccc(Cl)cc2)[nH]1	-0.43
Cc1c2c(=O)n(C)ncc2c(-c2ccccc2)n1-c1ccc([N+](=O)[O-])cc1	2.08
COc1ccc(C2CC(=O)C3=C(C2)NC(C)=C(C(=O)OC2CCCC2)C3c2ccncc2)cc1 (configuration not stated)	0.31
CN1C(C(=O)c2ccccc2)=C(OC(=O)c2ccccc2Br)c2ccccc2S1(=O)=O	-0.64
COc1ccc(C2C(Oc3ccccc3)C(=O)N2c2ccc(F)cc2)cc1OC (configuration not stated)	2.91
CC(C)Cc1ccc(C(C)/C(N)=N/O)cc1 (configuration not stated)	-0.66
O=C(Cn1c(=O)sc2ccccc21)Nc1nccs1	-1.15
CC(C)(C)NC(=O)[C@@H]1Cc2ccccc2CN1	0.19
COc1ccc(/C=N/Nc2nc(C)cc(=O)[nH]2)c(OC)c1	-1.32
CCC(=O)Nc1sc2c(c1C(=O)OC)C(C(=O)OC)CC2 (configuration not stated)	2.24
CCN(CC)Cc1c(O)ccc2c(=O)c(-c3ccccc3)coc12	0.89
CCOC(=O)N1CCC(N2CCCC(C(=O)N3CCCC3)C2)CC1 (configuration not stated)	0.17
Cc1cccn2c(=O)c(NC(=O)c3ccc(F)cc3)cnc12	0.57
